High-throughput results: PubChem, several laboratories
DUSP1 inh = blocks human MKP-1 phosphatase activity; P28562; inhibition, %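 (compounds tested at a single concentration somewhere between 10 and 100 µM)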; actives 0.15% (n = 65,000); recombinant MKP-1, OMFP hydrolysis fluorescence;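 active = inhibition above about 50%, limit read from the data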;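 also: 0% = DMSO max control wells and 100% = wells with enzyme stopped by NaOH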
Her2 expr inh = lowers expression of human Her2 kinase. HER2 level % of control, % at 10 µM. P04626. actives 0.69% (n = 65,000). AID 645. SKBR-3 HER2 protein level, AlphaScreen, 18-24 h; hits give low values;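 active = HER2 level under 5% of the carrier-only control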;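 also: 100% = DMSO carrier and 0% = 500 nM PU-H71 HSP90 inhibitor; lower value means stronger loss of Her2 protein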
SF-1 act = activates the human nuclear receptor SF-1; Q13285; CHO-K1 Gal4-SF-1 LBD luciferase reporter; % increase over DMSO SF-1-specific signal; activation, % at 10 µM; actives 1.9% (n = 65,000); AID 522;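 active = activation above the mean activation of all tested compounds plus 3 SD, cut at about 50% in these data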
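Compound – one dose, 10 µM compound, 1% DMSO · Test system – transient Gal4-SF-1 LBD reporter, CHO-K1 · Input – 4,000 cells in each well · Read-out basis – percent activation relative to DMSO median and mock-transfected background · Replicates – single measurement per compound · Technique – steady-glow luciferase luminescence, read after 15 min reagent incubation · Timing – 20 h compound treatment, 37 °C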
TNAP act DEA = human TNAP activation, intermediate phosphate acceptor; P05186; purified TNAP, CDP-star luminescence, 100 mM DEA, 30 min; hits give high values; scale: 0 levamisole-inhibited, 1 vehicle-only enzyme; 64,000 tested, under 10 active; activation factor at 20 µM;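 active = activation factor of at least 2 at 20 µM, relative to controls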
RORa activator = activators of human nuclear receptor RORA; P35398; CHO-K1 Gal4-RORA LBD luciferase reporter, luminescence; percent increase over mock-subtracted basal signal; actives 1.5% (n = 65,000); activation, % at 10 µM; AID 560;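 active = activation above the mean of all tested compounds plus 3 SD, cut at about 49% in these data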;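 also: 0% = DMSO-treated RORA cells and 100% = added signal equal to DMSO minus mock-transfected cells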
D1 mod = D1 dopamine receptor (human) allosteric modulation | P21728 | AID 641 | HEK293 D1, CRE-luciferase, dopamine EC30 potentiation; actives deviate in either direction | actives 5.9% (n = 58,000) | B-score at 10 µM;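 active = luminescence count or its row- and column-corrected plate score outside the 99.7% band of the plate's sample wells, on either side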
Cdc25B inh = human M-phase inducer phosphatase 2 inhibition. P30305. recombinant Cdc25B, OMFP fluorescence Ex485/Em525. inhibition, %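 (compounds tested at 10 µM final in the well)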. actives 0.1% (n = 65,000); in the data active = inhibition above about 50%
FXIIa inh mix = factor XIIa (human) inhibition, mixture screen; inhibition, % at 5 µM; purified FXIIa, fluorogenic substrate, pooled mixtures; actives 0.2% (n = 62,000); in the data active = inhibition above about 20%, passing the limit was not always enough;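 also: 0% = enzyme without compound and 100% = no enzyme blank; some results filed as inactive read as strong as hits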
Hsp90 inh = displaces geldanamycin probe from tumor Hsp90 | P07900 | NCI-N417 lysate Hsp90, Cy3B-geldanamycin FP displacement | inhibition, % at 30 µM | actives 0.35% (n = 64,000) | AID 429;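 active = inhibition above 50%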;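 also: 0% = tracer plus lysate wells and 100% = tracer alone without lysate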
* hit, by the source's call; nt = not tested or not shown.

smiles,DUSP1 inh,Her2 expr inh,SF-1 act,TNAP act DEA,RORa activator,D1 mod,Cdc25B inh,FXIIa inh mix,Hsp90 inh
COc1cccc(OC)c1C(=O)Nn1c(C2CCC2)nc2ccccc2c1=O,-3,117,5,0.9,4,-0.7,-4,-3,-7
COc1ccc(CC2CCOC2=O)cc1 (configuration not stated),8,115,-15,0.9,-5,0.85,-12,-20,-4
CCCCCCSC1=C(C#N)C(c2ccccc2)CC(=O)N1 (configuration not stated),-10,64,-11,0.9,17,nt,-29,nt,4
Cc1cccc(N2C(=O)C3C4C=CC(C4)C3C2=O)c1 (configuration not stated),-12,108,7,0.9,-15,-0.23,-5,1,-1
COc1ccc(N2CCN(C(=O)CSc3nnc(-c4cccnc4)n3-c3ccccc3)CC2)cc1,14,125,-9,0.8,7,0.7,-2,-26,-2
CCCC(=O)c1ccc(N2CCN(C(=O)c3ccccc3Br)CC2)c(F)c1,2,77,-30,0.9,-1,-2.4,-21,-14,-2
c1ccc(-n2ncc3c2ncn2nnnc32)cc1,-3,94,-5,0.9,-18,0.39,9,9,-2
Cc1nnc(SCSc2nnc(C)s2)s1,16,102,-10,0.9,-13,-0.66,-15,2,-5
CCN1C(=O)C(O)(CC(=O)c2ccc3c(c2)OCCO3)c2ccccc21 (configuration not stated),-5,101,4,0.9,-3,0.065,-16,3,-2
CCOC(=O)c1oc2ccc3c(c2c1C)C(=O)CC1(CCN(C(=O)OCC)CC1)O3,29,72,11,1,-4,nt,-15,-18,0
COCCn1nnnc1C(c1ccccc1OC)N1CCc2ccccc2C1 (configuration not stated),13,91,-2,0.9,5,-0.5,-7,10,-4
CCCC(=O)Nc1cnc(NC(=O)c2cccc(F)c2)cc1C,-18,71,-2,0.8,0,-3.1*,-5,1,-4

smiles,DUSP1 inh,Her2 expr inh,SF-1 act,TNAP act DEA,RORa activator,D1 mod,Cdc25B inh,FXIIa inh mix,Hsp90 inh
Cc1ccc(C)c(Cn2cnc3c(nnn3-c3ccc(F)cc3)c2=O)c1,19,67,20,1,12,-0.093,3,6,-1
COC(=O)C1=C(C)NC(C)=C(C(=O)OC)C1c1ccc(NC(C)=O)cc1,-1,98,-4,1.1,-14,0.23,-9,-20,-4
CN1C(c2ccc(F)cc2)=CS/C1=C(\C#N)c1nnc2n1-c1ccccc1SC2,1,82,-11,0.9,6,-4,3,1,0
CCOc1ccc(N2C(=O)CC(N3CCN(C(=O)CN4CCCC4)CC3)C2=O)cc1 (configuration not stated),12,76,4,0.9,14,nt,-2,2,-1
CC1CCN(CCCNC(=O)c2coc3nc4ccccc4nc23)CC1,0,101,20,0.9,-12,0.034,6,11,-20
O=C(Nc1nc(-c2ccncc2)cs1)C1COc2ccccc2O1 (configuration not stated),-13,82,29,0.9,16,1.4,-4,5,0
O=C(COC(=O)c1cc[n+]([O-])cc1)Nc1ccc2c(c1)OCCO2,2,83,7,0.9,-12,-0.061,22,3,-4
Cc1c(Nc2cc(=O)oc3ccccc23)c(=O)n(-c2ccccc2)n1C,3,92,-22,0.9,-9,0.016,-11,10,-3
COCCn1c(Cc2ccccc2)nnc1SCC(=O)N(C)C,-1,-19*,5,0.9,1,-0.027,-7,0,0
Cc1cc2ncc(C(=O)Nc3ccccc3)c(C)n2n1,3,78,25,0.9,-25,0.24,2,8,-10
O=C(CCn1cnc2ccccc2c1=O)Nc1ccc(S(=O)(=O)N2CCCCC2)cc1,5,94,7,0.9,-9,-0.14,-10,33,3
COc1ccc(OC)c(C2=Nn3c(nnc3-c3ccncc3)SC2)c1,6,nt,1,0.9,-16,nt,1,2,nt

Just SF-1 act, RORa activator and FXIIa inh mix, for some of the entries so far:
structure	SF-1 act	RORa activator	FXIIa inh mix
COC(=O)C1=C(C)NC(C)=C(C(=O)OC)C1c1ccc(NC(C)=O)cc1	-4	-14	-20
CCOc1ccc(N2C(=O)CC(N3CCN(C(=O)CN4CCCC4)CC3)C2=O)cc1 (configuration not stated)	4	14	2
O=C(COC(=O)c1cc[n+]([O-])cc1)Nc1ccc2c(c1)OCCO2	7	-12	3

Continuation.
smiles,DUSP1 inh,Her2 expr inh,SF-1 act,TNAP act DEA,RORa activator,D1 mod,Cdc25B inh,FXIIa inh mix,Hsp90 inh
COc1ccccc1N1CCN(c2cc(C)nc3nc(C)nn23)CC1,9,105,23,0.9,21,-0.81,-10,4,-3
COc1cccc(NC(=O)C2CCCN2C(=O)Nc2cccc(F)c2)c1 (configuration not stated),0,70,-11,0.9,9,-0.055,2,2,0
CCCCCCn1c(SCC(=O)c2ccccc2)nc2c1c(=O)[nH]c(=O)n2C,20,112,7,1,-8,nt,-17,-1,-1
O=C(Cc1cccs1)Nc1nnc(SCC(=O)NC2CCCCC2)s1,-7,110,-20,0.9,7,-0.27,-18,-22,-6
O=C(NCc1ccccc1)C(c1cccs1)N(C(=O)c1csnn1)C1CC1 (configuration not stated),-10,112,14,0.9,-15,0.042,-9,3,-4
Cc1ccc2c(c1)cc(CN(Cc1ccco1)S(=O)(=O)c1ccccc1)c1nnnn12,-3,63,10,0.9,-7,1.8,13,1,1
COc1ccc(-c2nn(-c3ccccc3)cc2C(=O)NCCCn2ccnc2)cc1,12,93,8,1.1,-1,1.2,-6,3,-3
Cc1nc(C)c(-c2csc(NCc3ccco3)n2)s1,12,130,42,0.9,40,2.7,-12,22,-1
CC(C)(NO)/C(=N/O)c1cccs1,-10,85,-5,0.8,-12,-1.1,0,13,3
CCOC(=O)c1c(C)c(C(=O)NC2CCCCCC2)c(C)n1C,-2,120,8,0.9,-6,0.41,1,6,-6
CC1NC(=O)NC1CCCCCC(=O)NCCc1ccccc1 (configuration not stated),5,81,-11,0.9,5,0.58,-10,7,-13
N#Cc1nc(COc2ccccc2Cl)oc1N1CCCCCC1,-1,92,-18,0.8,17,0.082,1,1,-1

smiles,DUSP1 inh,Her2 expr inh,SF-1 act,TNAP act DEA,RORa activator,D1 mod,Cdc25B inh,FXIIa inh mix,Hsp90 inh
COC(=O)c1cn(NC(=O)C2CCCCC2)c(=O)c2ccccc12,10,91,-14,0.9,-19,-0.51,-19,3,nt
CC(=O)N(CN1C(=O)C2CC=CCC2C1=O)c1cccc(Cl)c1 (configuration not stated),4,92,-6,0.9,11,-0.092,-1,1,4
c1ccc(CSc2nnc(-c3cccs3)o2)cc1,-1,105,52*,0.8,50*,0.027,-16,5,1
O=C(Nc1ccccc1N1CCN(c2ccc(F)cc2)CC1)C1CCCCC1,-15,121,-12,1,-16,-0.66,-14,-14,-1
COc1ccc(CC(=O)Nc2ccc(OC)c(NC(=O)c3ccco3)c2)cc1,-2,78,9,0.9,-15,-0.65,-11,-15,-3
COCCCNC(=O)c1c(F)c(F)c(F)c(F)c1F,-2,99,3,0.9,-24,-0.71,-4,-18,0
O=C(O)CCCNC(=O)c1cncc(Br)c1,17,109,-11,1,-13,0.04,-6,-12,2
COc1ccccc1N1CCN(C(=O)C(NS(=O)(=O)c2cccs2)c2ccccc2)CC1 (configuration not stated),12,92,10,0.9,-1,-0.6,-12,4,-5
Cc1csc(NC(=O)CCC(=O)N(CC(=O)NC2CCCC2)Cc2ccco2)n1,15,114,4,0.9,12,-0.36,-13,-13,-4
O=C(O)COc1ccc2nsnc2c1Cl,0,125,-6,0.9,3,0.11,2,9,-16
CCOC(=O)c1c(=O)n(O)c2ccc(C)cc2[n+]1[O-],19,123,-11,0.8,-13,0.63,-10,3,-1
O=C(CCCc1c[nH]c2ccccc12)N1CCN(c2ccc(N3CCOCC3)nn2)CC1,1,109,8,1,-6,0.014,-10,-18,0

smiles,DUSP1 inh,Her2 expr inh,SF-1 act,TNAP act DEA,RORa activator,D1 mod,Cdc25B inh,FXIIa inh mix,Hsp90 inh
O=C(c1cccc(C(=O)N2CCc3ccccc32)n1)N1CCc2ccccc21,0,96,-1,1,12,0.93,0,3,-3
Cc1ccc(S(=O)(=O)N2CCCC2C(=O)Nc2nccs2)cc1 (configuration not stated),5,104,5,1,-2,-0.47,-7,-14,-2
COc1ccc(C(=O)Nc2ccccc2-c2nnn(CC(=O)NCc3ccco3)n2)cc1,-2,48,-8,0.9,-4,0.31,-12,2,nt
CC(=O)Nc1cccc(NC(=O)c2oc3ccccc3c2C)c1,8,162,51*,0.9,48,-1.3,-19,3,1
COc1ccc(-c2ccc(SCC(=O)NCc3ccco3)nn2)cc1OC,-18,100,0,0.9,15,15*,1,-10,-6
COc1cc(NC(=O)C(C)C)ccc1NC(=O)c1ccco1,6,112,54*,0.8,44,-1.2,10,2,1
COc1ccccc1N1C(=O)CC(Sc2nc(C)cc(C)n2)C1=O (configuration not stated),8,105,13,0.8,18,-0.073,-6,4,-6
CCN1CCN(Cc2ccc(NC(=O)Nc3ccccc3Cl)cc2)CC1,10,91,31,0.9,24,-3.3*,3,4,-3
O=S(=O)(NCC1OCCc2ccccc21)c1ccc(S(=O)(=O)N2CCOCC2)cc1 (configuration not stated),15,83,5,1,5,-0.28,-3,2,-2
CCn1c(C(=O)Nc2ccsc2C(=O)OC)cc2sc(Cl)cc21,0,29,8,0.9,-1,-0.025,-14,4,-2
O=C(O)C1CCCCC1C(=O)Nc1ccc(Cl)cc1 (configuration not stated),2,60,-3,1,-6,-0.34,-12,-16,0
CC1CCN(C(=O)Cn2c(SCC(=O)Nc3nccs3)nc3ccccc32)CC1,8,69,-4,1,-3,0.21,21,7,-4

smiles,DUSP1 inh,Her2 expr inh,SF-1 act,TNAP act DEA,RORa activator,D1 mod,Cdc25B inh,FXIIa inh mix,Hsp90 inh
c1ccc2c(-c3nc(-c4ccncc4)no3)cccc2c1,-3,97,74*,0.8,25,nt,0,4,-5
CC(=O)c1ccc(OCC(O)CN2CCN(c3ccccn3)CC2)cc1 (configuration not stated),4,80,13,0.9,11,0.069,-9,2,-4
O=C(Nc1ccc(N2CCOCC2)cc1)c1cnsn1,-7,119,-69,1,-69,-6.8*,-10,5,10
COc1ccc(NC(=O)CSc2nnc(CNC(=O)COc3ccc(Cl)cc3)o2)c(OC)c1,11,76,-8,0.9,-5,0.12,4,-21,-2
O=c1ccc2cc(S(=O)(=O)Nc3ccc(F)cc3)ccc2o1,-16,98,-2,0.9,-7,0.57,1,-5,-7
COc1ccc(OC)c(C(c2nnnn2C2CCCC2)N2CCN(c3ccccc3)CC2)c1 (configuration not stated),-2,81,-10,0.9,-28,-0.97,-4,3,-1
CCN1C(=O)CC(N2CCN(C(c3ccccc3)c3ccccc3)CC2)C1=O (configuration not stated),-8,127,4,0.9,-1,0.38,-4,-4,-2
O=C(Cc1cccs1)N1CCCC(c2nc3c(nnn3Cc3ccc(F)cc3)c(=O)[nH]2)C1 (configuration not stated),8,87,6,0.9,6,1.2,-16,4,-8
Cc1cccc(-n2ncc3c(N4CCc5ccccc54)ncnc32)c1,4,87,33,1,2,-0.75,-6,-2,-1
O=C(O)CCC(=O)N1CCN(c2cccc(Cl)c2)CC1,-6,103,10,1,-7,-1.2,4,2,2
N#CC1=C(N)Oc2c(sc3ccccc23)C1c1ccco1 (configuration not stated),15,14,4,0.8,-11,0.6,-1,2,-15
COC(=O)c1ccc(CSc2nc3ccccc3c(=O)n2-c2cccc(OC)c2)o1,-6,75,-33,0.9,-31,2.9,-16,8,-7
CCCCOC(=O)Cn1c(=O)c2c(nc(Br)n2Cc2ccccc2)n(C)c1=O,5,84,3,0.9,1,-1.3,3,18,-3
Cc1ccc2[nH]c(=O)c(CN(Cc3cccnc3)Cc3nnnn3CCN3CCOCC3)cc2c1,26,105,-4,0.9,-10,nt,3,4,-3
CC1(C)Cc2cccc(OCC(=O)N3CCN(S(=O)(=O)c4ccccc4)CC3)c2O1,4,96,13,1,-1,-1.1,-14,2,-2
